Screening results deposited in PubChem BioAssay by several laboratories.
GalR3 antagonist: antagonists of human GalR3; O60755; HEK293 GalR3-CNG cAMP membrane potential fluorescence; galR3 body fused to GalR1 C-terminus; inhibition, % at 3 µM; 360,000 tested, 0.44% active; AID 651719;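 active = inhibition above the screen-wide average plus 3 SD, cut at about 13% in these data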;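 note: forskolin and galanin both at EC90 stimulate the cells; cAMP rise reported by CNG channel membrane potential dye signal; 0% = forskolin plus galanin with DMSO and 100% = forskolin alone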
Target sequence (O60755 1-299 limits assumed): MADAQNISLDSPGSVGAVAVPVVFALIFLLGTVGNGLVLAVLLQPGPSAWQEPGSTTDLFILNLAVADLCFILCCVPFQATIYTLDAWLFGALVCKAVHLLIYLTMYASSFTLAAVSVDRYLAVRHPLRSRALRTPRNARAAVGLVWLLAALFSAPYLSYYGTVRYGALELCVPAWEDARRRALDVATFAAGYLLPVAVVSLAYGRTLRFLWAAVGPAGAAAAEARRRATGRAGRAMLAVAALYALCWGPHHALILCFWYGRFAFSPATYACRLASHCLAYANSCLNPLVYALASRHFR
IDE act: IDE (human) activation, cell-based; activation, % at 5.96 µM; AID 493087; HEK cells, FAbeta-B cleavage, fluorescence polarization; 0% vehicle, 100% cell-free pure enzyme wells; 340,000 tested, 0.073% active; P14735;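 active = activation above the mean of all tested compounds plus 3 SD, set per screening campaign, cut at about 17% in these data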
PHOSPHO1 inh: blocks human PHOSPHO1 phosphatase activity; recombinant PHOSPHO1, absorbance phosphatase assay; Q8TCT1; AID 1565; 290,000 tested, 1.1% active; inhibition, % at 13.3 µM; in the data active = inhibition above about 60%
Target sequence (Q8TCT1 whole entry, looked up): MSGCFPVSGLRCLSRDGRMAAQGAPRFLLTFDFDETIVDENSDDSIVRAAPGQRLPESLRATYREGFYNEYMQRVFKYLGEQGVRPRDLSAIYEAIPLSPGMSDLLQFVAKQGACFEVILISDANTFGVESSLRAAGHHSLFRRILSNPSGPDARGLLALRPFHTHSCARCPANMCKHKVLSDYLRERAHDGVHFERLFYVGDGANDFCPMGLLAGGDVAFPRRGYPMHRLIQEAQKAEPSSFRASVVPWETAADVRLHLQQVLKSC
IDE inh: inhibits human insulin-degrading enzyme in HEK cells | FAbetaB cleavage, fluorescence polarization | inhibition, % at 5.59 µM | 320,000 tested, 0.41% active | AID 434962;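 active = percent inhibition above the average of all tested compounds plus 3 SD, set per screening campaign, cut at about 16% in these data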;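 note: IDE supplied by intact live HEK cells; FP after avidin binding of uncleaved biotin substrate so inhibition keeps polarization high; 0% = DMSO wells and 100% = 60 µM reference IDE inhibitor Ii1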
CRFR2-BP antag: CRF-BP/CRF-R2 complex antagonism; HEK293 CRF-R2/CRF-BP, CRF-induced calcium fluorescence; 350,000 tested, 0.59% active; AID 588475; inhibition, % at 11.8 µM;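 active = inhibition of the ligand-induced calcium signal above about 50% at the single tested concentration, limit read from the data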
M4 PAM: positive allosteric modulators of human muscarinic M4 receptor | 360,000 tested, 0.4% active | P08173 | CHO-K1 hM4/Gqi5, Fluo-8 calcium fluorescence, ACh EC20; 0% = ACh EC20, 100% = maximal ACh | activation, % at 3 µM;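 active = activation above its plate's cutoff, the mean activation of sample wells plus 3 SD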; note: some results filed as inactive read as strong as hits
Target sequence (P08173 whole entry, looked up): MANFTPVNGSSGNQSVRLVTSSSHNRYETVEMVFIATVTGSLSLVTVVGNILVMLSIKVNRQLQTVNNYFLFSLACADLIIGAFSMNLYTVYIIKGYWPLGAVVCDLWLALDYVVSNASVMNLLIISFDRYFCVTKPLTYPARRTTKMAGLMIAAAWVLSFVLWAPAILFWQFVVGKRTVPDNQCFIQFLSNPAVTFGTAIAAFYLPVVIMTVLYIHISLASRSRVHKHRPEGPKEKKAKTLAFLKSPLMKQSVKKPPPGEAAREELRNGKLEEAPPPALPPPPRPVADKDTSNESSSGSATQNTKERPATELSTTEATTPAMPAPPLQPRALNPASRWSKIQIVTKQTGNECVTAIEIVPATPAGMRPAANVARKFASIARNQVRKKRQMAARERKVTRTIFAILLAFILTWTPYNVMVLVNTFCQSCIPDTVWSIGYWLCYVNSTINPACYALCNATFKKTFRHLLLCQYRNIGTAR
CRFBP-R2 agonist: CRF-BP/CRF-R2 complex agonism; HEK293 CRF-R2/CRF-BP, calcium dye fluorescence (FLIPR); percent of saturating CRF peptide response; activation, % at 13.2 µM; 350,000 tested, 0.46% active; AID 588473;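 active = activation of at least 50%, plus an integration ratio under a set limit after plate pattern correction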;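 note: plate controls were neutral control wells without compound for no effect and CRF at EC100 for full effect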
MEKK3 PB1 HTS: modulators (inhibitors or enhancers) of MEK5 binding to human MEKK3 PB1 domain; binding response (% of control), % at 10 µM; 290,000 tested, 1.4% active; bead-based flow cytometry, Alexa488-MEK5 binding to MEKK3; actives lie on both sides; 0 = blocked by unlabeled MEK5, 100 = vehicle;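 active = binding response more than 3 SD above or below the average of its plate-row segment, actives on both sides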;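 note: Alexa488 bead fluorescence after subtracting the streptavidin-only scavenger bead signal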
p-CIP stab down: p/CIP protein destabilization; Q05BA5; F442A p/CIP-EGFP cells, EGFP fluorescence, 16 h; decrease of EGFP signal, % at 10 µM; 290,000 tested, 0.01% active;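 active = EGFP signal decrease of at least 30% at 10 µM or well 3 SD below plate mean, unless failing retest; inactive = the rest, including hits failing retest or dose response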; note: some compounds called inactive have numbers as strong as hits; many of its hits are not listed in these tables
Active calls of the source: *; . = not tested or not shown.

SMILES	GalR3 antagonist	IDE act	PHOSPHO1 inh	IDE inh	CRFR2-BP antag	M4 PAM	CRFBP-R2 agonist	MEKK3 PB1 HTS	p-CIP stab down
C=CCN(c1ccc(C(N)=O)cc1)S(C)(=O)=O	-2	9	-11	2	-11	2	2.7	105	1
CC(=O)Nc1ccc(S(=O)(=O)Nc2cccc(-c3nc4cc(C)ccc4o3)c2)cc1	-3	5	.	5	-9	10	2.4	.	.
CC1CC(C)(C)CC2(C1)NC(=O)N(CC(=O)NCC(c1ccco1)N1CCCCC1)C2=O (centres undefined)	-4	-2	25	2	-1	-2	2.1	109	-4
CCOC(=O)C1CCCN(S(=O)(=O)c2cccs2)C1 (centres undefined)	-4	3	14	-2	-1	10	-1.8	122*	-1
COc1ccc(N2CCN(C(=O)c3[nH]c4ccc(OC)cc4c3C)CC2)cc1	-10	1	36	.	-10	-2	0.4	105	4
CN1CCN(CC(=O)Nc2nc3ccccc3s2)CC1	-7	2	44	1	-1	-6	-0.2	100	-1
COc1ccc(S(=O)(=O)c2ccc(OCC3CO3)cc2)cc1 (centres undefined)	2	2	37	-2	27	-1	-2.2	102	-19
COc1cccc(NC(=O)C2CCN(C(=O)[C@@H]3Cc4ccccc4CN3C(=O)OC(C)(C)C)CC2)c1	-6	3	33	1	0	-6	-2.0	101	-11
O=C(CSc1nnc(CNC(=O)c2c(F)cccc2F)o1)c1ccc(Cl)cc1	-5	.	.	.	-14	0	-1.2	.	.
COc1cc(C(=O)N/C(=C\c2cn(C)c3ccccc23)C(=O)NCCCn2ccnc2)cc(OC)c1OC	-5	3	24	-1	7	3	0.3	94	-2
CCNC(=O)COC(=O)/C=C/c1cccs1	1	4	-10	3	1	4	-0.8	99	0
O=C(NC1CCCCC1)c1n[nH]c2c1CCCCC2	-2	7	.	5	-3	-3	-2.3	.	.
O=C(NCCc1ccccc1)C(=O)NCC1OCCCN1S(=O)(=O)c1cc(F)ccc1F (centres undefined)	-1	8	28	-3	-12	9	-2.0	97	-3
NC(=O)CNC1CC(=O)N(CCc2ccccc2)C1=O (centres undefined)	-4	-5	14	1	6	2	0.3	102	-7
O=C(OCC#CCSc1nnc(-c2cccc3ccccc23)o1)c1cccc2[nH]ccc12	-5	5	.	-3	0	-4	0.6	.	.

Exported with two lines to a compound: entries from further up.
Under each structure: GalR3 antagonist | IDE act | PHOSPHO1 inh | IDE inh | CRFR2-BP antag | M4 PAM | CRFBP-R2 agonist | MEKK3 PB1 HTS | p-CIP stab down
> NC(=O)CNC1CC(=O)N(CCc2ccccc2)C1=O (centres undefined)
  -4 | -5 | 14 | 1 | 6 | 2 | 0.3 | 102 | -7
> CCOC(=O)C1CCCN(S(=O)(=O)c2cccs2)C1 (centres undefined)
  -4 | 3 | 14 | -2 | -1 | 10 | -1.8 | 122* | -1

2 entries from above in another layout.
structure,GalR3 antagonist,IDE act,PHOSPHO1 inh,IDE inh,CRFR2-BP antag,M4 PAM,CRFBP-R2 agonist,MEKK3 PB1 HTS,p-CIP stab down
O=C(NC1CCCCC1)c1n[nH]c2c1CCCCC2,-2,7,.,5,-3,-3,-2.3,.,.
O=C(NCCc1ccccc1)C(=O)NCC1OCCCN1S(=O)(=O)c1cc(F)ccc1F (centres undefined),-1,8,28,-3,-12,9,-2.0,97,-3

The list continues.
SMILES	GalR3 antagonist	IDE act	PHOSPHO1 inh	IDE inh	CRFR2-BP antag	M4 PAM	CRFBP-R2 agonist	MEKK3 PB1 HTS	p-CIP stab down
Cc1nc(NC(=O)CSc2nc(N)cc(N)n2)sc1C	-7	-4	24	-5	10	-7	-1.5	101	-17
CCn1c(SCC(=O)N/N=C/c2cc(OC)c(OC)c(OC)c2)nc2ccccc21	0	0	-16	7	12	-5	-2.4	104	0
S=C(NCc1cccnc1)Nc1cccc2ccccc12	-4	-4	1	5	9	-1	-1.8	96	2
COc1ccc(CC(=O)NCc2ccco2)cc1OC	-3	4	6	0	5	4	-0.6	107	3
Cc1cccc(N2CCN(C(c3ccncc3)c3nnnn3C(C)(C)C)CC2)c1C (centres undefined)	-1	-3	37	4	11	-3	-2.5	103	-5
Cc1csc(NC(=O)CSc2sc3c(O)cc(=O)[nH]c3c2C#N)n1	-5	0	20	-6	6	2	-0.6	103	0
Cc1cc2nc(SCCOC(=O)Nc3ccc(Cl)cc3)nc(C)c2cc1C	-1	7	24	0	-26	8	5.0	104	-32
Nn1c(=S)[nH]c2sc3c(c2c1=O)CCCC3	-3	2	.	4	-13	5	-0.1	.	.
CCOc1ccc(C(=S)NC2CCCCC2)cc1OC	-2	6	81*	-3	-5	6	-0.7	105	-8
Cc1nc(N2CCN(c3ccccc3F)CC2)[nH]c(=O)c1C	-10	-1	29	.	18	2	-2.6	106	2
O=C(NCCN1CCN(C(=O)c2cccs2)CC1)c1cccs1	-1	0	-7	3	-3	16	9.9	103	0
O=C(OCC(=O)N1CCN(C(=O)c2ccco2)CC1)c1ccccc1C(=O)c1ccc(Cl)cc1	-4	3	-2	2	-9	-4	-2.6	104	-6
COC(=O)CNc1nc(Cl)nc(N2CCC(C)CC2)n1	5	3	22	1	1	4	1.5	97	-6
Clc1ccc(COc2ccccn2)c(Cl)c1	-4	10	5	2	-6	28	-2.4	102	-12
Cc1ccc(CN2CCN(/N=C/c3cccnc3)CC2)cc1	-2	5	4	5	-1	6	-0.9	103	-5
COCCC(=O)N1CCc2ccc(NC(=O)c3ccc(C(F)(F)F)cc3)cc2C1	-2	-9	19	4	2	0	0.5	100	1
Cc1cccc(N2CC(C(=O)Nc3nnc(SCC(=O)Nc4cc(C)on4)s3)CC2=O)c1 (centres undefined)	8	2	6	-2	40	7	0.2	92	0
COc1ccc2[nH]c(C)c(CCN(Cc3cccs3)C(=S)Nc3ccccc3OC)c2c1	3	4	-10	-4	-49	2	47	111	-23
O=C(COc1ccc2ccc(=O)oc2c1)NCCCn1ccnc1	4	4	18	4	-17	8	-0.2	103	8
CN1CCN(C(CNS(=O)(=O)c2ccc([N+](=O)[O-])cc2)c2ccc(F)cc2)CC1 (centres undefined)	-3	5	.	0	15	-7	-0.9	.	.
COC(=O)CNC(=O)CSc1nc2sccc2c(=O)n1-c1ccccc1	-9	1	16	3	4	0	-0.1	103	11
CCCCC(=O)Nc1ccc(C(=O)NNC(=O)CCCOc2ccc(Cl)cc2Cl)cc1	3	1	-4	3	1	-4	0.1	100	-2
CCOC(=O)CCNC(=O)CCNC(=O)C(c1ccccc1)c1ccccc1	-3	1	15	0	-1	1	-0.5	99	-17
CCn1c(-c2csc3c2CCC(C)C3)n[nH]c1=S (centres undefined)	-1	2	-3	0	30	-2	-2.1	101	1
O=C(COC(=O)c1c[nH]c(=O)[nH]c1=O)Nc1ccccc1	-2	-5	35	5	6	3	0.8	101	11
Cn1nnnc1SCC(=O)N1N=C(c2ccc(Cl)cc2)CC1c1ccco1 (centres undefined)	-7	-14	.	7	3	-4	-0.3	.	.
O=C(NCc1ccccn1)c1cccc(S(=O)(=O)N2CCCCC2)c1	-2	-3	.	-4	-1	2	0.3	.	.
CSc1ccc(S(=O)(=O)N(CC(=O)NN=C2CCN(C)CC2)c2ccc(C)cc2)cc1	-3	4	-10	1	-8	17	-1.7	81	0
CCCCN1CCN=C1Nc1ccccc1	-7	1	-19	-4	-4	-5	0.3	99	-3
Oc1ccc(Nc2ccnc3cc(Cl)ccc23)cc1	-8	-7	15	16	3	-1	-1.4	99	3
O=C(COC(=O)CCc1c[nH]c2ccccc12)NC1CCS(=O)(=O)C1 (centres undefined)	-7	1	11	-2	5	0	-0.9	99	-7
Cc1cccc(-n2c(-c3csc(C(C)C)c3)n[nH]c2=S)c1	-5	-9	-52	2	-9	9	-3.6	101	-26
CCCCOc1ccc(C(=O)NCc2ccccn2)cc1	1	-3	3	2	-11	-8	-1.0	102	-17
CCSc1nnc(NC(=O)CSc2nncc(=O)n2N)s1	-3	2	43	9	7	4	0.6	106	-1
Cc1nn(C(C)C(=O)NCCCc2ccccc2)c(=O)c2nn(-c3ccccc3)c(C)c12 (centres undefined)	-6	3	38	-2	4	-3	-0.4	103	-10
COc1cccc(-c2nnn(CC(=O)N(CC(C)C)C3CCS(=O)(=O)C3)n2)c1 (centres undefined)	-4	-4	.	-5	2	10	-0.5	.	.
CCN(CC)CCCNC(=O)c1cc2c(-c3ccc(Cl)cc3)nn(C)c2s1	2	2	19	2	-3	0	-0.1	122*	-14
N#Cc1cccc(CN2CCC(=O)N(CCO)CC2)c1	0	3	-2	2	2	7	-0.4	103	-1
COc1ccc(NC(=O)c2ccc(CN(c3cc(Cl)ccc3C)S(=O)(=O)c3ccccc3)cc2)cc1OC	-3	-2	-7	-1	1	5	-1.0	103	0
COc1ccc(N(CC(=O)O)S(C)(=O)=O)cc1OC	2	3	6	7	1	6	0.8	101	-4
CCC(=O)N1CCN=C1SCc1cccc(C(F)(F)F)c1	-1	7	-31	2	-21	5	0.9	102	-2
CC1(NC(=O)c2ccccc2)CCN(CCc2cccs2)C1=O (centres undefined)	-5	2	.	0	5	5	0.3	.	.
COc1ccc(OCc2cc(C(=O)NC(C)Cc3cnccn3)no2)c(Cl)c1 (centres undefined)	-9	-2	9	6	-3	6	-2.1	95	-7
OCC(O)/C=N/Nc1nc(Nc2ccccc2)nc(Nc2ccccc2)n1 (centres undefined)	-3	3	36	1	-3	-4	-1.9	108	3
O=C(NC1CC2CCCC(C1)N2C(=O)Nc1cccc(F)c1)C1CC1 (centres undefined)	-6	3	22	0	3	-12	0.1	98	-11
Cc1ccc(C(=O)N2N=C(c3ccccc3O)CC2c2ccccc2)cc1 (centres undefined)	-5	5	44	-7	-14	-3	1.3	105	-12
Cc1ccc(S(=O)(=O)N(CC(=O)N/N=C/c2cccc(Cl)c2)c2cccc3cccnc23)cc1	1	2	16	-1	6	-6	1.2	.	-7
COc1cccc(CN(C)C(=O)CSCC(=O)Nc2cccc(C)c2)c1OC	-6	-1	.	-2	9	-3	0.7	.	.
COc1cc(C#Cc2ccc3cc(CCO)oc(=O)c3c2)cc(OC)c1	10	-1	.	-3	-13	5	-1.3	.	.
CCOC(=O)c1cc(-c2csc(-c3cccc(Cl)c3)n2)on1	-1	5	-10	4	-2	-8	-0.8	90	21
O=C(Nc1ccc(F)cc1)c1ccc2snnc2c1	-7	1	32	0	1	-3	-1.7	101	-3
Cn1c(O)c(N=Nc2nc(-c3ccccc3)cs2)c2ccccc21	-10	3	1	-2	24	-2	-0.2	93	-3
CCOC(=O)c1snc2c(=O)[nH]cnc12	-6	7	-4	-2	-13	13	0.8	98	-6
Cc1cccc(-c2nnc(SCC(=O)NC3CC3)n2C)c1	4	3	20	2	7	-2	-1.3	101	-4
CCCn1c(SCN2C(=O)c3ccccc3C2=O)nc2cc(Cl)ccc2c1=O	-3	-1	-2	3	-15	11	3.6	90	8
c1ccc(-c2nccc3ccccc23)cc1	-5	-1	.	-3	6	-5	-0.8	.	.
CCNS(=O)(=O)c1ccc(CCC(=O)Nc2ccccc2)cc1	1	-5	15	6	-4	5	-0.6	105	-6
CCc1noc(C)c1C(=O)NNC(=O)c1nn(C)c(=O)c2ccccc12	-2	2	.	-2	3	18	-2.0	.	.
CN(C)c1ccc(P(=O)(COc2ccc([N+](=O)[O-])cc2)c2ccc(N(C)C)cc2)cc1	1	.	38	7	0	-11	3.7	96	-2
COc1ccc(NC(=O)Cn2nnc(C(=O)NCCc3ccc(OC)c(OC)c3)c2N)c(OC)c1	2	1	3	-4	4	5	1.9	123	-10
COc1ccc(C(=O)NCCn2cc(SCC(=O)NCc3ccco3)c3ccccc32)cc1	0	-2	62*	-1	4	1	-0.8	102	1
COc1ccc(NC2CCCN(C(=O)c3ccccc3-c3ncc[nH]3)C2)cc1 (centres undefined)	-7	.	.	.	0	-4	0.3	.	.
